Rac1 wt GTP bind: modulators of human Rac1 wildtype GTP binding; P63000; GST-Rac1 beads, fluorescent GTP binding, flow cytometry; actives lie on both sides; 0 = cold GTP competed, 100 = untreated; GTP binding activity (% of control), % at 10 µM; actives 0.27% (n = 190,000); AID 757;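 active means GTP binding activity at least 20 points away from the 100% control level, either lower or higher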
Rac1 mut GTP: human Rac1 activated mutant GTP binding change; P63000; GST-Rac1 activated beads, fluorescent GTP binding, flow cytometry; actives lie on both sides; 100% means binding = to untreated wells; percent activity (GTP binding), % at 10 µM; actives 0.11% (n = 190,000);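 active means GTP binding at least 20 percentage points away from the 100% baseline, in either direction, so actives lie on both sides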
Rab7 wt GTP bind: dog Rab7 wildtype GTP binding, inhibitors and activators. GTP binding activity (percent of control), % at 10 µM. GST-Rab7 beads, fluorescent GTP binding, flow cytometry; actives lie on both sides; untreated = 100%, excess cold GTP = 0%. actives 0.055% (n = 190,000);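 active means fluorescent GTP binding to Rab7 beads changed by at least 20 points from the 100% baseline, either direction, mostly lower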;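 further: median green fluorescence of bound Bodipy-FL-GTP per Rab7 bead population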
ABCG2 block: blocks JC-1 efflux by human ABCG2 transporter; inhibition, % at 6.6 µM; IgMXP3 cells, flow cytometry; actives 0.1% (n = 190,000); Q9UNQ0; AID 1325;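 active means inhibition above 80%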;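 further: 0% = DMSO and 100% = nicardipine control wells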
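System: two drug-resistant human cell lines, ABCG2 and ABCB1; controls: nicardipine high and DMSO low controls; times: 10 min exposure at 25 °C with rotation, no wash; detection: flow cytometry of retained JC-1 fluorescence; read-out basis: percent efflux inhibition, scaled nicardipine 100% to DMSO 0%; doses: one concentration, 6.6 µM final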
Pf gametocyte: kills late stage P. falciparum gametocytes; P. falciparum stage V gametocytes, ATP luminescence, 24 h; inhibition, % at 10.9 µM; actives 0.065% (n = 150,000);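 active means inhibition above the mean plus 3 SD of compounds within the control limits, set per campaign, cut at about 38% in these data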;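 further: 0% = DMSO wells and 100% = medium only without gametocytes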
Cdc42 wt GTP: human Cdc42 wildtype GTP binding change, either direction | P60953 | actives 0.2% (n = 190,000) | percent activity (GTP binding), % at 10 µM | GST-Cdc42 beads, Bodipy-GTP binding, flow cytometry; actives lie on both sides;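 active means percent activity GTP binding at least 20 points away from the 100% baseline, either down as inhibitor or up as activator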;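 further: median bead fluorescence of bound Bodipy-FL-GTP at 100 nM; 0% = excess unlabeled GTP control and 100% = no compound control; below 100% means less GTP binding so inhibitor and above means activator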
Target sequence (P60953 whole entry, looked up): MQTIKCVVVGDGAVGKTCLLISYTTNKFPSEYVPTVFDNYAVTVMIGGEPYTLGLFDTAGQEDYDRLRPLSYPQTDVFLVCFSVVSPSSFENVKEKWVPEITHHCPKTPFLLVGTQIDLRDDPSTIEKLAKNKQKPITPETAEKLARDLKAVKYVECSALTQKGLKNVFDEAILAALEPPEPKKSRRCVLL
Rab2A wt mod: changes GTP binding to wildtype dog Rab2A, up or down; GST-Rab2 wt beads, Bodipy-GTP binding, flow cytometry; P61105; AID 760; actives 0.19% (n = 190,000); GTP binding activity, % at 10 µM;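 active means GTP binding activity at least 20 points away from 100%, either lowered or raised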;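 further: 0% = beads with excess unlabeled GTP and 100% = no-compound control corrected for plate trend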
Mcl1-Noxa inh: Mcl-1/Noxa interaction inhibition. Q07820. TR-FRET Mcl-1/Noxa peptide binding, 2 h. inhibition, % at 21.7 µM. actives 1.5% (n = 220,000). AID 1022;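 active means compounds that cut the protein-peptide binding signal by more than 50% relative to plate controls in a single-dose test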;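 further: His-tagged Mcl-1 with rhodamine Noxa BH3 peptide and terbium anti-His antibody; 0% = Mcl-1 plus Noxa peptide wells and 100% = peptide-only wells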
Target sequence (Q07820 whole entry, looked up): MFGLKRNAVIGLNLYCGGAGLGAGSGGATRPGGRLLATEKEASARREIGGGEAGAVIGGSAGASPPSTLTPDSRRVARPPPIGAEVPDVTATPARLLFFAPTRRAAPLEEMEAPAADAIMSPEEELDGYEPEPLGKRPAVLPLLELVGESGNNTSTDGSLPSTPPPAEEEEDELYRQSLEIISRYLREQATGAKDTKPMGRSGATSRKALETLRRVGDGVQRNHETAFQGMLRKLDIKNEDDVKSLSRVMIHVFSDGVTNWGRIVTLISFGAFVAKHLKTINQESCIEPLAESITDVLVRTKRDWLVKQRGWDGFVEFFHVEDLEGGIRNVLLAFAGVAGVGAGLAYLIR
HRas wt GTP bind: modulators of GTP binding to human HRas wildtype. P01112. GTP binding activity, % at 10 µM. GST-Ras wt beads, Bodipy-FL-GTP binding, flow cytometry; actives lie on both sides. actives 0.14% (n = 190,000). AID 759;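 active means GTP binding activity at least 20% away from the 100% baseline, either lowered as inhibitor or raised as activator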;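 further: 0% = unlabeled GTP competition control and 100% = no-compound control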
Target sequence (P01112 whole entry, looked up): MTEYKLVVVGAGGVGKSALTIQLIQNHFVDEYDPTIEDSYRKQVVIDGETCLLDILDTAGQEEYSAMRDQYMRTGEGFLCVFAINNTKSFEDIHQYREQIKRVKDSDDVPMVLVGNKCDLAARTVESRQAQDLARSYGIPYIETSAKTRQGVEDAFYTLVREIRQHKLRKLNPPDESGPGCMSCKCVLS
ABCB1 inh: blocks JC-1 efflux by human ABCB1 transporter; actives 0.067% (n = 190,000); AID 1326; inhibition, % at 6.6 µM; CCRF-Adr cells, flow cytometry; in the data active means inhibition above about 40%;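 further: 0% = vehicle and 100% = reference inhibitor; higher value means more JC-1 retained so stronger ABCB1 efflux block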
Avidin bead fluor: avidin bead compound fluorescence profile | actives 0.38% (n = 220,000) | Avidin beads, compound fluorescence 488/530 nm, flow cytometry; active compounds read high | AID 1775 | fluorescence (KMESF) at 10 µM; in the data active means fluorescence above about 47; further: inactives centre near 10
Numbers without * were called inactive; . = not tested or not shown.

SMILES	Rac1 wt GTP bind	Rac1 mut GTP	Rab7 wt GTP bind	ABCG2 block	Pf gametocyte	Cdc42 wt GTP	Rab2A wt mod	Mcl1-Noxa inh	HRas wt GTP bind	ABCB1 inh	Avidin bead fluor
COc1ccc(Nc2nc(C)nc3sc4c(c23)CCC4)cc1O	81	87	90	10	6	86	86	26	86	1.1	23
COc1ccccc1CNC(=O)c1cn(C)c2ccc(S(=O)(=O)N3CCCC3)cc2c1=O	95	95	86	-1	-6	93	92	-50	93	-0.3	8
COC(=O)C1=C(C(=O)OC)C2(OC1c1ccccc1C)C(=O)c1ccccc1C2=O (stereo unspecified)	110	96	103	0	.	100	100	-12	99	0.1	4
CC(=O)c1cccc(NC(=O)c2ccoc2C)c1	99	99	97	3	.	100	96	11	98	0.4	11
Cc1[nH]nc2c1C(=O)CCC2	101	100	104	3	1	105	105	17	105	0.9	11
C/C(=C\C(=O)C(F)(F)F)Nc1ccc(C)cc1	106	99	102	7	6	101	100	5	98	0.8	5
Cc1ccc(NS(=O)(=O)c2ccc(NC(=O)CSc3ccc(Cl)cc3)cc2)c(C)c1	98	97	100	-1	.	99	97	-7	99	-0.2	40
COc1ccc(CCN2C(=O)NC(NC(=O)C(C)(C)C)(C(F)(F)F)C2=O)cc1OC (stereo unspecified)	101	101	97	1	3	104	100	-3	102	1.1	1
O=C(NCc1ccco1)c1ccccc1NS(=O)(=O)c1ccc(Br)s1	92	93	90	0	-28	92	90	16	95	0.2	27
O=c1c2ccccc2ncn1CCCCOc1ccc(Br)cc1	94	90	102	12	35	92	91	9	92	1.1	12
Nc1nc(-c2ccccc2Br)cs1	103	97	99	59	16	98	99	-12	101	0.4	31
CCN1CCN(C(=O)Cn2c(=O)sc3ccccc32)CC1	104	99	101	-3	.	99	101	0	101	-2.2	11
O=C(NC1CCCC1)C1C2C=CC3(CN(Cc4cccs4)C(=O)C13)O2 (stereo unspecified)	102	99	104	0	.	100	103	13	101	0.3	6
O=C1CC(c2ccccc2Cl)C2=C(COC2=O)N1 (stereo unspecified)	99	96	98	1	8	98	97	-21	97	0.0	5
COc1cc(C)c(Br)cc1S(=O)(=O)NCCN1CCOCC1	95	91	93	-2	-24	93	93	13	94	-0.5	10
Cn1ccnc1SCC(=O)Nc1cccc2ccccc12	102	99	101	5	19	102	101	8	101	0.5	7
O=C(C1CCC(=O)N1Cc1ccccc1Cl)N1CCN(c2cccc(Cl)c2)CC1 (stereo unspecified)	99	99	95	9	.	101	98	.	99	0.8	8
CC(C(=O)NCc1ccccc1)N1C(=O)CN(C)C(=O)c2ccccc21 (stereo unspecified)	99	98	99	0	0	99	96	4	101	0.0	4
COc1cccc(CC2(CO)CCCN(Cc3cn[nH]c3-c3ccccc3)C2)c1 (stereo unspecified)	99	95	97	3	7	96	96	5	96	2.5	7
CN(c1nc(-c2ccc(Br)cc2)cs1)C1CCS(=O)(=O)C1 (stereo unspecified)	95	95	98	9	0	95	95	12	94	0.6	26

A second format for some results above.
Compound,Rac1 wt GTP bind,Rac1 mut GTP,Rab7 wt GTP bind,ABCG2 block,Pf gametocyte,Cdc42 wt GTP,Rab2A wt mod,Mcl1-Noxa inh,HRas wt GTP bind,ABCB1 inh,Avidin bead fluor
COC(=O)C1=C(C(=O)OC)C2(OC1c1ccccc1C)C(=O)c1ccccc1C2=O (stereo unspecified),110,96,103,0,.,100,100,-12,99,0.1,4
CC(=O)c1cccc(NC(=O)c2ccoc2C)c1,99,99,97,3,.,100,96,11,98,0.4,11
Cc1[nH]nc2c1C(=O)CCC2,101,100,104,3,1,105,105,17,105,0.9,11

Returning to the listing, starting 2 compounds before the break.
SMILES	Rac1 wt GTP bind	Rac1 mut GTP	Rab7 wt GTP bind	ABCG2 block	Pf gametocyte	Cdc42 wt GTP	Rab2A wt mod	Mcl1-Noxa inh	HRas wt GTP bind	ABCB1 inh	Avidin bead fluor
COc1cccc(CC2(CO)CCCN(Cc3cn[nH]c3-c3ccccc3)C2)c1 (stereo unspecified)	99	95	97	3	7	96	96	5	96	2.5	7
CN(c1nc(-c2ccc(Br)cc2)cs1)C1CCS(=O)(=O)C1 (stereo unspecified)	95	95	98	9	0	95	95	12	94	0.6	26
COc1ccc(C2C3C(=O)N(N(C)c4ncc(C(F)(F)F)cc4Cl)C(=O)C3ON2C)cc1 (stereo unspecified)	97	98	95	3	-6	97	99	5	96	1.5	20
COCCN(C(=S)Nc1cccc(OC)c1)C1CCN(C(C)=O)CC1	105	104	97	-1	.	106	102	0	100	-0.1	14
Cc1ccc(NC(=S)NN(C)c2cc(C)nc(C)n2)cc1	104	100	105	6	6	99	100	8	101	0.3	16
Cc1ccc(C2=[N+]([O-])C3(CCCCC/C3=N\O)N(O)C2(C)C)o1 (stereo unspecified)	109	99	103	1	2	101	97	4	104	-0.4	7
CC(=O)Oc1cccc(N2C(=O)c3ccccc3C2=O)c1	101	95	95	12	-13	102	99	7	100	2.8	2
CCOC(=O)NC(=O)CSc1nnc(C2CC2)n1Cc1ccco1	96	96	101	-6	.	97	98	-1	97	-1.9	11
O=C(CSc1ncccc1-c1nc2ccccc2[nH]1)NC1CC1	98	98	98	0	9	100	99	-18	99	0.2	15
O=C(c1ccc(-n2cnnn2)cc1)N(C1CCCCC1)C1CCCCC1	94	92	97	6	.	95	96	11	96	0.6	8
CS(=O)(=O)Nc1ccccc1C(=O)N1CCOCC1	94	93	93	1	.	98	94	0	97	0.5	14
CCCc1nc2ccccc2c(C(=O)O)c1CC	105	100	105	1	-25	107	104	8	108	0.6	39
NC(=O)c1ccccc1NS(=O)(=O)Cc1ccccc1	100	97	98	0	.	99	97	23	99	0.1	38
CCc1c(C)nc2[nH]nc(-c3ccccc3)n2c1=O	98	97	101	2	0	99	99	-7	100	0.6	11
O=C(COC(=O)C12CC3CC(CC(O)(C3)C1)C2)NC(=O)NCc1ccco1	97	96	94	3	10	98	99	13	96	0.4	9
Cn1cccc1CC(=O)NNC(=S)Nc1ccc(F)cc1	103	103	101	-1	16	102	100	-8	102	0.1	1
CCOC(=O)c1sc(=NC(=O)c2ccc(S(=O)(=O)N(C)c3ccccc3)cc2)n(C)c1C	100	96	95	2	.	96	99	-4	98	-0.2	9
COc1ccc(C(=O)O/N=C(\C)c2nccs2)cc1	99	96	99	0	18	96	97	10	99	-1.9	8
COc1ccc(Nc2ncc(C(=O)N3CCC(C(N)=O)CC3)c3ccccc23)cc1	99	98	98	1	.	98	98	16	99	-0.1	9
N=C(N)c1ccc(OCCCCCOc2ccc(C(=N)N)cc2)cc1	101	101	97	1	.	104	99	15	99	0.2	11
O=C(N/N=C/c1cccc(O)c1)c1cc(-c2ccc3c(c2)OCO3)n[nH]1	102	97	103	-13	-1	98	100	30	100	-4.9	4
O=C(c1ccc(COc2c(F)c(F)cc(F)c2F)o1)N1CCN(c2ccccc2)CC1	102	99	100	1	-1	97	99	-4	100	0.3	20

An excerpt from above, reduced to HRas wt GTP bind, Mcl1-Noxa inh and ABCB1 inh.
| mol | HRas wt GTP bind | Mcl1-Noxa inh | ABCB1 inh |
| --- | --- | --- | --- |
| NC(=O)c1ccccc1NS(=O)(=O)Cc1ccccc1 | 99 | 23 | 0.1 |
| CCc1c(C)nc2[nH]nc(-c3ccccc3)n2c1=O | 100 | -7 | 0.6 |

Next structures
SMILES	Rac1 wt GTP bind	Rac1 mut GTP	Rab7 wt GTP bind	ABCG2 block	Pf gametocyte	Cdc42 wt GTP	Rab2A wt mod	Mcl1-Noxa inh	HRas wt GTP bind	ABCB1 inh	Avidin bead fluor
CC(=O)c1cn(C)c(=O)[nH]c1=O	100	98	93	1	2	100	98	4	98	0.9	11
CC(C)CCN1CCN(Cc2cnc(N3CCCC3)s2)CC1CCO (stereo unspecified)	104	96	98	0	.	99	96	4	99	1.3	8
CCOC(=O)CNC(=O)CSc1nnc(NC(=O)c2ccc(C)cc2)s1	100	97	109	3	-12	98	103	-6	99	0.0	5
CCc1nnc(NC(=O)CSc2nc3cc(OC)ccc3cc2C)s1	100	97	96	3	-13	95	96	0	97	0.7	10
C=CCOc1ccc(C(=O)N(Cc2ccc(N(C)C)cc2)C2CCS(=O)(=O)C2)cc1 (stereo unspecified)	105	102	102	16	-7	104	100	2	101	1.4	10
COC(=O)C(NC(=O)c1ccco1)(Nc1cc(C)ccn1)C(F)(F)F (stereo unspecified)	102	101	99	1	.	102	101	-10	102	0.9	6
Clc1cccc(CN2CCN(c3nc4nonc4nc3NC3CC3)CC2)c1	96	95	94	1	18	93	95	4	94	0.3	8
CCOC(=O)c1cc(-c2ccccc2)sc1NC(=O)C(C)N1C(=O)c2ccccc2C1=O (stereo unspecified)	103	98	102	13	10	102	102	-1	103	2.0	15
Cc1cc(C)c(S(=O)(=O)NCc2cn3c(C)csc3n2)c(C)c1	103	101	104	5	.	108	103	-54	103	0.9	14
CCN1C(=O)/C(=C/c2c(C)nn(C)c2C)SC1=S	102	99	99	23	.	101	96	16	97	0.6	13
Cc1nc(N2CCN(Cc3ccccc3)CC2)nc2c1C(=O)CCC2	97	98	95	4	20	101	98	18	99	0.3	8
Cc1ccc(OCCN2C(=O)CSC2=O)cc1	109	100	104	2	13	105	102	3	105	0.2	11
O=C(CN1CCOCC1)Nc1ccc(C2CCCCC2)cc1	103	98	101	-2	.	96	97	-2	98	-1.8	8
c1ncn(C23CC4CC(CC(C4)C2)C3)n1	105	99	98	0	.	102	99	8	100	0.2	12
CN(C)c1ccnc(Nc2ccccc2)c1C#N	98	99	99	-1	11	98	98	1	96	0.1	3
CCOC(=O)C1CCN(C(=O)c2ccc3snnc3c2)CC1	102	98	96	2	.	99	101	15	102	0.7	.

2 entries picked at random from the list so far, as already listed:
SMILES	Rac1 wt GTP bind	Rac1 mut GTP	Rab7 wt GTP bind	ABCG2 block	Pf gametocyte	Cdc42 wt GTP	Rab2A wt mod	Mcl1-Noxa inh	HRas wt GTP bind	ABCB1 inh	Avidin bead fluor
CCOC(=O)C1CCN(C(=O)c2ccc3snnc3c2)CC1	102	98	96	2	.	99	101	15	102	0.7	.
C=CCOc1ccc(C(=O)N(Cc2ccc(N(C)C)cc2)C2CCS(=O)(=O)C2)cc1 (stereo unspecified)	105	102	102	16	-7	104	100	2	101	1.4	10

Assay outcomes deposited in PubChem BioAssay by several laboratories.
